NOD2 inhibition: inhibition of NOD2-driven NF-kB reporter – cell-based, luminescence, uHTS, HEK293 (AID 1566); HEK293 NOD2/NF-kB luciferase reporter, luminescence; higher % means a stronger effect; one-dose inhibition, % at 4 µM; EC50 in µM for titrated hits; hit rate 0.63% among 290,000; in the data active = inhibition above about 50%; also: many of its hits are not listed in these tables
Lipid droplet: modulators of hepatic lipid droplet formation. AML12 mouse hepatocytes, oleate lipid droplets, BODIPY imaging. inhibition, % at 6.5 µM. hit rate 0.4% among 240,000. AID 1656;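 active = lipid droplet intensity inhibited by at least 50%, with more than 500 cells counted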
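Assay system: AML12 mouse liver cells | Compound: 6.5 µM single-point dosing | Schedule: Overnight exposure | Technique: Fluorescence imaging, 20x objective, two fields per well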
Lipid droplet cells 6.5 µM: recorded beside Lipid droplet, whose call it bears; cell count; measured here: cell count, cytotoxicity flag;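 cells counted across two imaged fields per well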
* hit, by the source's call. This is a subset (hit frequency here may not be typical).

Value order – NOD2 inhibition, Lipid droplet, Lipid droplet cells 6.5 µM
> O=C(NNC(=O)c1cccnc1)c1ccncc1
    -4%, -11, 801
> COc1ccccc1N1CCN(C(=O)Cn2ncc3c([nH]c4ccccc43)c2=O)CC1
    16%, 52*, 732*
> COc1ccc(CCNC(=O)CN2C(=O)CCSc3ccccc32)c(OC)c1
    16%, -25, 781
> COc1ccc(C(=O)NCCONC(=O)c2ccc(OC)cc2)cc1
    -10%, 8, 828
> CC(OC(=O)C1CCN(c2ccc(C(F)(F)F)cn2)CC1)C(=O)Nc1ccc(S(N)(=O)=O)cc1 (configuration not stated)
    -1%, -14, 643
> C=CCSc1nc2ccccc2n2cnnc12
    15%, 8, 387
> CC1CCN(C(=O)CCNS(=O)(=O)c2ccc3c(c2)oc(=O)n3C)CC1
    3%, -13, 683
> CCOc1ccc(S(=O)(=O)Nc2c(C)n(C)n(-c3ccccc3)c2=O)cc1
    7%, 0, 758
> COc1ccccc1NS(=O)(=O)c1ccc2ccccc2c1
    17%, -15, 843
> Cn1nc(C(=O)N2CCN(c3ccc([N+](=O)[O-])cc3)CC2)c2c1-c1ccccc1S(=O)(=O)C2
    21%, -4, 696
> COc1ccc(O)c(/C=N/c2nc3ccccc3n2C)c1
    11%, 4, 785
> Cc1ccc(-n2nc3c(=O)n(CC(=O)NCCC4=CCCCC4)nc(C)c3c2C)cc1
    48%, 17, 699
> C/C(=N/NC(=O)c1ccc(-c2ccccc2)cc1)c1cc(O)cc(O)c1
    -20%, -5, 678
> CSCCC(NC(=O)c1ccccc1)C(=O)N/N=C(\C)Cc1ccccc1 (configuration not stated)
    2%, 4, 672
> COc1ccc(N(C(=O)Cn2nnc(-c3ccc(F)cc3)n2)C(C)C(=O)NC2CCCC2)cc1 (configuration not stated)
    1%, 5, 839
> O=C(NCCCNC(=O)c1ccccn1)c1ccc(Br)cc1
    8%, 26, 855
> CCOc1ccc(C(C(=O)NC2CCCCC2)N(C(=O)c2csnn2)C2CC2)cc1 (configuration not stated)
    -15%, 1, 822
> CCC(C)[C@H](NC(=O)c1cc2cc(Cl)ccc2n1C)C(=O)N1CCC(C(=O)O)CC1 (some centres not stated)
    1%, 4, 811
> Cc1ccc(NC(=O)C2COc3ccccc3O2)cc1C (configuration not stated)
    -25%, 9, 837
> Cc1ccc(Cl)cc1N1CCN(C2CCCCC2NS(=O)(=O)c2ccccc2)CC1 (configuration not stated)
    -10%, -20, 747
> Cc1ccc(-n2c(C)cc(/C=C3\SC(=O)NC3=O)c2C)cc1
    -153%, 0, 855
> CC1(C)CSC(=NCCc2ccccc2)N1
    -4%, -12, 835
> CC(=O)c1cccc(NC(=O)NCc2ccc3c(c2)OCO3)c1
    1%, 7, 821
> Cc1ccc(CNC(=O)CCSCc2ccccc2C)cc1
    -1%, 27, 728
> CCCC(=O)Nc1cc2c3c(c1)C(C)C(=O)N3CCC2 (configuration not stated)
    4%, -14, 787
> COc1cc(/C=N/NC(=O)c2ccncc2)ccc1OC(=O)c1cc(OC)c(OC)c(OC)c1
    -5%, -2, 709
> CCCC(=O)Nc1cc(C(=O)N(C)CC(OC)OC)ccc1S(=O)(=O)c1ccc(C)cc1
    9%, 4, 408
> Cc1ccc(NC(=O)CCC(=O)NNC(=O)COc2ccc([N+](=O)[O-])cc2)cc1C
    -4%, -7, 673
> CCCCn1c(N)c(Sc2ccccc2[N+](=O)[O-])c(=O)[nH]c1=O
    -2%, -9, 827
> CCN(CC(=O)Nc1ccc(NC(C)=O)cc1)C(=O)Cc1cccc2ccccc12
    7%, 21, 782

Record cards, as listed above. Values in the order: NOD2 inhibition	Lipid droplet	Lipid droplet cells 6.5 µM
Shown for CCN(CC(=O)Nc1ccc(NC(C)=O)cc1)C(=O)Cc1cccc2ccccc12 = 7%	21	782
Shown for CC1CCN(C(=O)CCNS(=O)(=O)c2ccc3c(c2)oc(=O)n3C)CC1 = 3%	-13	683
Shown for CSCCC(NC(=O)c1ccccc1)C(=O)N/N=C(\C)Cc1ccccc1 (configuration not stated) = 2%	4	672
Shown for O=C(NNC(=O)c1cccnc1)c1ccncc1 = -4%	-11	801
Shown for CCC(C)[C@H](NC(=O)c1cc2cc(Cl)ccc2n1C)C(=O)N1CCC(C(=O)O)CC1 (some centres not stated) = 1%	4	811

Other records
Value order – NOD2 inhibition, Lipid droplet, Lipid droplet cells 6.5 µM
> CCOC(=O)C1CCN(S(=O)(=O)c2ccc3c(c2)CC(C)N3C(=O)C2CC2)CC1 (configuration not stated)
    17%, 0, 715
> NC(=O)Cn1ccc(O)c(Cc2ccc(Cl)cc2Cl)c1=O
    6%, -2, 801
> Cc1ccc(NC(=O)c2cc(-c3cc(Cl)ccc3O)n[nH]2)cc1C
    19%, -10, 877
> CC(C(=O)NCc1cccc(Cl)c1)N1C(=O)c2ccccc2C1=O (configuration not stated)
    11%, 0, 730
> Cc1ccc(CN2CCNC(=O)C2CC(=O)NC2CCCCCC2)cc1 (configuration not stated)
    7%, -34, 816
> O=C(NN1CCOCC1)c1ccccc1F
    -7%, -1, 816
> CCCC(C)C(=O)Nc1nnc(CCc2ccccc2)s1 (configuration not stated)
    12%, -2, 794
> C[C@]12CCC(=O)C=C1CC[C@@H]1[C@@H]2CC[C@@]2(C)[C@H]1CC[C@@]21CCC(=O)O1
    1%, -3, 861
> Cc1ccc2c(cnn2C(=O)CCCC(=O)NCc2ccc(F)cc2)c1
    6%, -1, 696
> Cc1onc(-c2ccccc2)c1C(=O)N1CCN(c2ncccc2C(F)(F)F)CC1
    5%, -25, 785
> Cc1c(C(=O)N(C)Cc2cccc(F)c2)oc2c(Cl)cccc12
    20%, -6, 776
> O=C(Nc1ccc(S(=O)(=O)N2CCOCC2)cc1)c1ccccc1Br
    6%, 5, 795
> O=C(CSc1nnc(-c2ccc(O)cc2)o1)Nc1cccc(O)c1
    -37%, 7, 812
> Cc1ccc(NC(=O)CC(=O)Nc2ccc(C)c(C)c2)cc1C
    9%, -18, 724
> CCOC(=O)N1CCN(CC(O)COc2c(C)cc(C)cc2C)CC1 (configuration not stated)
    -10%, -1, 849
> CC(=O)N1c2ccc(S(=O)(=O)N3CCC(C(=O)Nc4cc(C)ccn4)CC3)cc2CC1C (configuration not stated)
    -3%, -8, 748
> COc1cccc(CN(C)C(=O)c2ccc(N3CCCC3)c([N+](=O)[O-])c2)c1
    27%, 30, 771
> C=CCn1c(N)cc(=O)nc1SCC(=O)Nc1ccc(C(=O)OC)cc1
    0%, 0, 618
> O=C(Nc1cc(Cl)cc(Cl)c1)c1ccno1
    15%, -31, 407
> CN(CC(=O)Nc1ccccc1Br)C(=O)CNC(=O)Cc1cccc2ccccc12
    -2%, -38, 664
> O=C(NCc1ccc(F)cc1)C(=O)c1cn(CC(=O)N2CCCC2)c2ccccc12
    7%, 6, 832
> NC(=O)CSc1nnc(-c2ccco2)n1-c1ccccc1
    9%, 9, 797
> O=S(=O)(NC1CCCC1)c1cc(F)ccc1F
    20%, -3, 711
> CCCCN(S(=O)(=O)c1ccccc1)S(=O)(=O)c1ccccc1
    -5%, -6, 744
> CCc1ccc(N2C(=O)C(Cl)=C(N3CCCCCC3)C2=O)cc1
    0%, 1, 837
> O=C(Nn1cnnc1)c1cc(Cl)cc(Cl)c1
    -19%, -11, 804
> Cn1ccsc1=NC(=O)c1ccc(S(C)(=O)=O)c([N+](=O)[O-])c1
    27%, -2, 579
> O=C(N=C1SC2CS(=O)(=O)CC2N1c1c(Cl)cccc1Cl)C1CC1 (configuration not stated)
    2%, 2, 742
> CCCCn1c(N)c(N(CCOC)C(=O)c2cc(S(=O)(=O)N3CCCCC3)ccc2Cl)c(=O)[nH]c1=O
    -8%, 0, 851
> COC(=O)c1sc(NC(=O)CSc2nnnn2C)nc1C
    -12%, 1, 818
> O=C(CCC1CCCC1)NCCCNC(=O)CCC1CCCC1
    15%, -2, 832
> Cc1ccccc1NS(=O)(=O)c1nnc(NC(=O)c2ccc(Cl)cc2)s1
    0%, 0, 763
> CC(C)c1ccc(N(C(=O)c2ccc3c(c2)OCO3)C2C=CS(=O)(=O)C2)cc1 (configuration not stated)
    1%, 20, 715
> O=C(N/N=C/c1ccccn1)c1ccc(NC(=O)c2ccc(F)cc2)cc1
    5%, -2, 814
> CCCC(=O)c1ccc(N2CCN(C(=O)c3cccs3)CC2)c(F)c1
    2%, -7, 796
> O=C(CCCn1c(=O)c2cccn2c2cccnc21)NCc1cccc(Br)c1
    19%, -2, 755
> Cc1ccc(NC(=O)CCc2nc(-c3cccs3)no2)c(Br)c1
    11%, 4, 754
> Cc1c(NC(=S)NC(=O)c2cccc(Br)c2)c(=O)n(-c2ccccc2)n1C
    -29%, -2, 816
> O=C(Nc1c(F)cc(F)cc1Br)c1cc(-c2ccccc2)on1
    1%, -16, 741
> Cc1ccc(C(CC(=O)N2CCCCC2)c2ccccc2)c(O)c1C (configuration not stated)
    4%, -1, 427
> C[C@]12C=CC(=O)C=C1CC[C@@H]1[C@@H]2[C@@H](O)C[C@@]2(C)[C@H]1CC[C@]2(O)C(=O)CO
    24%, 9, 722
> COc1ccc(CCCNC(=O)C2CCC(=O)N(Cc3ccc(Cl)cc3)C2)cc1 (configuration not stated)
    2%, -20, 806
> COc1cc(Cl)ccc1OCc1cc(C(=O)N2C[C@H]3CC[C@H]2C3)no1
    -34%, -10, 803
> O=C(NCCc1nccs1)C1CCC(=O)N(Cc2cccc(C(F)(F)F)c2)C1 (configuration not stated)
    -5%, -7, 828
> COc1ccc(NC(=O)Nc2ccc3c(c2)CCC3)cc1
    -30%, 0, 680
> Cc1ccccc1NC(=O)NC1(C(=O)N2CCN(C)CC2)CCCCC1
    -6%, 30, 732
> CCc1ccc(N=C2NC(=O)CS2)cc1
    -2%, -2, 792
> CC(C)Oc1cccc(C(=O)Nc2ncn[nH]2)c1
    -4%, -11, 787
> COc1cccc(-c2noc(CCCC(=O)NC3CCCC3)n2)c1
    8%, 18, 784
> Cn1c(CC(=O)Nc2ccccc2F)nnc1SCC(=O)NC1CCCCC1
    -19%, -5, 825
> O=C(CCN1C(=O)/C(=C/c2cccs2)SC1=S)Nc1ccc(C(=O)O)c(O)c1
    8%, -9, 718
> CC(C(=O)O)n1c2ccccc2c2cnn(C)c(=O)c21 (configuration not stated)
    -23%, 15, 873
> CCCCNC(=O)N1CCCC(C(=O)c2cc(C)c(OC)c(C)c2)C1 (configuration not stated)
    26%, -4, 843
> Cc1cc(C)cc(OCCn2ccnc2)c1
    3%, 3, 828
> O=C(Nn1c(COc2ccccc2)nc2ccccc2c1=O)C(Cl)(Cl)Cl
    14%, 3, 813
> CC(=O)c1cn(CC(=O)Nc2ccccc2F)c2ccccc12
    31%, -8, 780
> COC(=O)NC1c2ccccc2Oc2ccc(C)cc21 (configuration not stated)
    18%, 23, 821
> COc1cccc(CN(C(=O)c2ccccc2)C2CCS(=O)(=O)C2)c1 (configuration not stated)
    -8%, -4, 694
> Cc1nc2ccc([N+](=O)[O-])cc2c(=O)n1Cc1cccc(Br)c1
    -15%, -20, 738
> CN(C)CCCN(C(=O)c1ccc(S(=O)(=O)N(C)Cc2ccccc2)cc1)c1nc2cc3c(cc2s1)OCO3
    4%, -1, 833

Overlap with the part before: 2 compounds; new compounds follow.
Value order – NOD2 inhibition, Lipid droplet, Lipid droplet cells 6.5 µM
> Cc1nc2ccc([N+](=O)[O-])cc2c(=O)n1Cc1cccc(Br)c1
    -15%, -20, 738
> CN(C)CCCN(C(=O)c1ccc(S(=O)(=O)N(C)Cc2ccccc2)cc1)c1nc2cc3c(cc2s1)OCO3
    4%, -1, 833
> COc1ccc(CN2CCN(C(=O)CC(C)C)CC2)cc1Br
    9%, -2, 820
> CCn1cc(C(=O)N[C@H](C(=O)NC(C)(C)CO)C(C)C)c(=O)c2cc3c(cc21)OCO3
    -30%, -3, 695
> O=C(c1ccccc1Oc1ccc([N+](=O)[O-])cc1)N1CCOCC1
    0%, 12, 681
> CCCn1c(=N)n(CC(=O)c2ccc(Cl)c(Cl)c2)c2ccccc21
    -5%, -14, 832
> CCC1CCCCN1C(=O)CCNS(=O)(=O)c1ccc2c(c1)oc(=O)n2C (configuration not stated)
    14%, -5, 686
> Cc1ccc(CCN2CC(C(=O)NCCC(C)C)CC2=O)cc1 (configuration not stated)
    12%, 10, 415
> CN(CC(=O)NCCc1ccc(Cl)cc1)S(=O)(=O)c1cccs1
    7%, -1, 831
> CC(=O)Oc1ccc(N(C(C)=O)S(=O)(=O)c2ccc3ccccc3c2)cc1Br
    -21%, 11, 769
> CCC1(c2ccccc2)NC(=O)N(CC(=O)Nc2ccc(OC)nc2)C1=O (configuration not stated)
    6%, -2, 780
> O=C(CSc1nnnn1-c1ccc(C(=O)O)cc1)NC1CCCCC1
    14%, 5, 798
> O=C(COc1ccc2c3c(c(=O)oc2c1)CCC3)NCCCN1CCCC1=O
    3%, -1, 726
> COc1ccc(NC(=O)CSc2nc(O)cc(=O)n2-c2ccc(OC)cc2)cc1
    5%, 13, 816
> CC(=O)Nc1cccc(C(=O)OC2CCOC2=O)c1 (configuration not stated)
    15%, 3, 817
> CCN(CC)CCNC(=O)Cn1cnc2sc(C)c(S(=O)(=O)N3CCN(c4ccccc4OC)CC3)c2c1=O
    12%, -2, 806
> CCCCCCC(O)(c1ccc(OC)cc1)C(CN1CCOCC1)c1ccccc1 (configuration not stated)
    -10%, 7, 855
> COc1cc(OC)cc(C(=O)NC2CCCN(Cc3ccc(Cl)cc3)C2)c1 (configuration not stated)
    -3%, -13, 742
> COc1ccc(Cl)cc1NC(=O)c1nnn(CC(=O)Nc2ccc(OC)c(OC)c2)c1N
    11%, -15, 726
> Cc1ccc(-n2ncc3c2CCCC3NC(=O)CCc2cnn(C)c2)cc1C (configuration not stated)
    1%, -35, 650
> Cc1cc(C)c(C)c(S(=O)(=O)N(C)C2CCN(C)CC2)c1C
    -14%, -48, 790

Screening data (PubChem BioAssay)
